# IDE cell activ: activators of human insulin-degrading enzyme in cells | HEK cells, FAbeta-B cleavage, fluorescence polarization; 0% vehicle, 100% cell-free pure enzyme wells | activation, % at 5.96 µM | 340,000 compounds, 0.073% hits;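 active = activation above the mean of all tested compounds plus 3 SD, set per screening campaign, cut at about 17% in these data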
# Target sequence (P14735 whole entry, looked up): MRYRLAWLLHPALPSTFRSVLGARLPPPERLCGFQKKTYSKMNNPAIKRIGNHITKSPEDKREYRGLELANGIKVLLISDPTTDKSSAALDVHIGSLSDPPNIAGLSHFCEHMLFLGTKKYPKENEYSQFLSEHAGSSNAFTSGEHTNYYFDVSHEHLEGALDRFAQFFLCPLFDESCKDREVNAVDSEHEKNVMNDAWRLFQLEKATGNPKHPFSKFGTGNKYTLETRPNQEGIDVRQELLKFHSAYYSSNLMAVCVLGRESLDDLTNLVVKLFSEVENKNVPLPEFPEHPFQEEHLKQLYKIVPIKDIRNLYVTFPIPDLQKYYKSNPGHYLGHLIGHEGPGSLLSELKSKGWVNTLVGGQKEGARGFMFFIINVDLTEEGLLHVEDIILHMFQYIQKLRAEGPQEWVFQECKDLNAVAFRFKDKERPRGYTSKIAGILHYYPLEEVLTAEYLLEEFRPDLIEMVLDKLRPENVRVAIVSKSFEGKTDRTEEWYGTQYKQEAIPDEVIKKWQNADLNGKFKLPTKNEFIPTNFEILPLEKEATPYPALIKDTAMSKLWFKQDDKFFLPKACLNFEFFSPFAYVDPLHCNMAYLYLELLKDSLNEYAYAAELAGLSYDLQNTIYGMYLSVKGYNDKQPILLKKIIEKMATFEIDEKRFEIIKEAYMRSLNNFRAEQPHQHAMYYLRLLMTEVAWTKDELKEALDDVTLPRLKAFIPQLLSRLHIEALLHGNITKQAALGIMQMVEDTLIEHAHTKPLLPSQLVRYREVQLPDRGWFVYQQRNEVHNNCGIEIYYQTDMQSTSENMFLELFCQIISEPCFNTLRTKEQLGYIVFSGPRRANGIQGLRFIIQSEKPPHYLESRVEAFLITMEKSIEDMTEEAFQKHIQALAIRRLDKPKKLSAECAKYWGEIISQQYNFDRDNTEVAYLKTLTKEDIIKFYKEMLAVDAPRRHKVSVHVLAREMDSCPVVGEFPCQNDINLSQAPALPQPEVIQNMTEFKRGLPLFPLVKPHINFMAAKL
# The depositor's hits bear a star.
IDE cell activ	Compound
8	CC(=O)Nc1cccc(NC(=O)CSc2ncc(C(=O)Nc3ccccc3)c(=O)n2C)c1
5	O=C(CNC(=O)c1ccc(Cl)cc1Cl)OC1CCCCC1=O (configuration not stated)
1	Cc1ccc(C(=O)OC(C)C(=O)N(C)C2CCCCC2)cc1S(=O)(=O)N1CCCCC1 (configuration not stated)
-6	CCc1ccc(NC(=O)C(=O)NCC2CCCN2S(=O)(=O)c2ccccc2)cc1 (configuration not stated)
6	COc1ccc(CNC(=O)C[C@H]2C[C@H](C(=O)N(C(C)C)C(C)C)[C@@]3(C)c4[nH]c5cc(CCC(=O)N(C)C)ccc5c4CCN3C2=O)cc1OC
-1	COc1ccc(NC(=O)CN(C)C(=O)C2CSC3(C)CCC(=O)N23)cc1 (configuration not stated)
6	O=C(CSc1ccccc1C(=O)O)Nc1ccc2c(c1)OCO2
3	C[C@H](CO)N1C[C@H](C)[C@@H](CN(C)C(=O)NC2CCCCC2)Oc2ccc(NS(=O)(=O)c3ccccc3)cc2C1=O
7	O=C(COc1ccc(F)cc1Cl)Nc1ccc(N2CCOCC2)cc1N1CCOCC1
6	NC1=C(Cl)C(=O)c2ccccc2C1=O
7	COc1ccc(C)cc1Nc1n[n+](-c2ccccc2)c(-c2c(OC)ccc3ccccc23)s1
5	C=CCNC(=S)N/N=C/c1ccc(OCc2ccccc2)cc1
2	O=C(NCC1CCCO1)c1cc(S(=O)(=O)N2CCCCC2)ccc1Cl (configuration not stated)
5	COc1ccc(Cl)cc1NCC(=O)Nc1ccc(OC)c(S(=O)(=O)N2CCCCC2)c1
0	CC(=O)N1CCN(C(=O)CCNS(=O)(=O)c2ccccc2)CC1
1	C=CC[C@H](CC(=O)N(CCO)Cc1ccccc1)C(=O)N[C@H](C)COC(=O)[C@@H](CC=C)CC(=O)OC(C)(C)C
-1	COC(=O)c1ccc(NC(=O)CNC(=O)c2sc3ccccc3c2Cl)cc1
3	O=c1[nH]cc(CN2CCOCC2)c(=O)[nH]1
1	O=C(OCC(=O)c1ccc[nH]1)c1ccc(Cl)nc1
8	COc1ccc(N2CCN(C(=O)COC(=O)CCc3ccccc3)CC2)cc1
-1	CC[C@]12c3[nH]c4cc(-c5ccco5)ccc4c3CCN1C(=O)[C@@H](CC(=O)NCC13CC4CC(CC(C4)C1)C3)C[C@@H]2C(=O)N1CCN(C(=O)c2ccco2)CC1
-1	Cc1cc(O)c(C(C)C)cc1N=Cc1ccc(N(C)C)cc1
4	CCN(C(=O)CN1C(=O)NC(CCSC)C1=O)C1CCS(=O)(=O)C1 (configuration not stated)
6	C=CC[C@@H](CC(=O)N[C@H](CO)Cc1ccccc1)C(=O)N[C@H](COC(=O)[C@@H](CC=C)CC(=O)OC(C)(C)C)Cc1c[nH]c2ccccc12
5	CSc1ccccc1NC(=O)CN(C)CC(=O)c1[nH]c(C)c(C(C)=O)c1C
1	Cn1nnnc1Sc1ncnc2scc(-c3ccc(-c4ccccc4)cc3)c12
-2	COCCn1c(N)c(N(Cc2ccccc2)C(=O)CSCC(=O)Nc2ccc(C)cc2)c(=O)[nH]c1=O
1	Cc1ccc(C(C)NC(=O)CSc2ccc(S(=O)(=O)N3CCOCC3)cn2)cc1C (configuration not stated)
4	CCCNS(=O)(=O)c1cccc(C(=O)NNC(=O)c2cc(C)oc2C)c1
-1	Cc1ccsc1C(=O)N(C)CC(=O)N(CC(C)C)c1c(N)n(CC(C)C)c(=O)[nH]c1=O
1	NS(=O)(=O)c1ccc(CCNC(=O)CCC(=O)c2cccs2)cc1
1	CCOC(=O)Cc1csc(SCC(=O)NC2CCS(=O)(=O)C2)n1 (configuration not stated)
6	COc1ccc(S(=O)(=O)N2CCC3(CC2)CC(=O)c2ccccc2O3)cc1OC
2	COc1ccc(C(=O)NCC(c2cccs2)N2CCc3ccccc32)cc1OC (configuration not stated)
7	O=C(COC(=O)c1cc[n+]([O-])cc1)Nc1ccc([N+](=O)[O-])cc1C(F)(F)F
4	COc1cccc(NC(=O)CN(C)C(=O)Cc2ccc3c(c2)CCC3)c1
2	O=C(CC1CCCC1)N1CCN(S(=O)(=O)c2cccc(F)c2)CC1
-4	COC(=O)c1c(C(=O)c2ccc(Br)cc2)n(C)c2ccccc12
4	COc1ccc(C(=O)OCC(=O)N2CCc3ccccc32)cc1S(=O)(=O)N1CCOCC1
4	Cc1ccc(C)c(S(=O)(=O)N2CCN(C(=O)CN3C(=O)NC(C)(C)C3=O)CC2)c1

# Single values from above.
# Under IDE cell activ, CSc1ccccc1NC(=O)CN(C)CC(=O)c1[nH]c(C)c(C(C)=O)c1C is entered as 5
# Under IDE cell activ, CCCNS(=O)(=O)c1cccc(C(=O)NNC(=O)c2cc(C)oc2C)c1 is entered as 4

# Next structures follow.
IDE cell activ	Compound
5	Cc1ccc(C(=O)OCC(=O)NCc2ccccc2)cc1S(=O)(=O)N1CCCCC1
-3	O=C1C=C(c2ccc(F)c(Cl)c2)C[C@@H](c2ccc(F)cc2)C1
2	O=C(CNC(=O)c1ccc(Br)o1)NCC1COc2ccccc2O1 (configuration not stated)
0	CC(=O)N1CCN(C(=O)CSc2ncnc3sc(C)c(C)c23)CC1
1	O=C(NCc1ccccc1F)C1CC(=O)N(c2ccc3c(c2)OCCO3)C1 (configuration not stated)
4	CCN(CC(=O)Nc1ccccc1C(F)(F)F)C(=O)c1oc2c(Cl)cccc2c1C
-1	CC1CCCN(CC(O)CN2CCN(CC(O)CN3CCCC(C)C3)C(C)C2)C1 (configuration not stated)
2	CCCCC[C@@H]1C=C(C(=O)O)[C@H](c2ccc(CC)cc2)N1S(=O)(=O)c1ccc(C)cc1
2	CCN(CC(=O)Nc1ccc(NC(C)=O)cc1)C(=O)c1cccnc1Sc1ccc(C)c(C)c1
5	O=C(COc1coc(CN2CCc3ccccc3C2)cc1=O)Nc1ccc(Cl)cc1
3	COc1ccc2oc(C(=O)N3CCCc4ccccc43)c(C)c2c1
0	COc1cccc(/C=C/C(=O)OCC(=O)c2ccccc2)c1OC
-1	CC(OC(=O)CCCN=C1NS(=O)(=O)c2ccccc21)C(=O)Nc1ccc(F)c(F)c1F (configuration not stated)
5	Cc1ccc(C(=O)OCC(=O)NC2CCCCCC2)c(C)c1
-3	CCOC(=O)c1ccccc1NC(=O)CSC(C)C(=O)Nc1cc(C)on1 (configuration not stated)
4	CCc1cc(C(=O)NN2C(=O)NC3(CCCCC3)C2=O)sc1C
3	Cc1noc(C)c1S(=O)(=O)N1CCN(c2ccccc2Cl)CC1
1	O=C(Cn1nc(C(=O)O)c2ccccc2c1=O)Nc1cc(C(F)(F)F)ccc1-n1cncn1
5	CC1CCN(C(=O)c2ncn(Cc3ccccc3)c2C(=O)N2CCC(C)CC2)CC1
-2	[O-][n+]1ccccc1SCc1ccccc1
8	CCN(CC(=O)NC1CCS(=O)(=O)C1)S(=O)(=O)c1ccc(Cl)cc1C(F)(F)F (configuration not stated)
3	O=C(NNC(=O)c1cc(S(=O)(=O)N2CCCCC2)ccc1Cl)c1ccccc1O
2	CC(C)CCCN1C(N(C)C)=NC[C@@H]1Cc1ccccc1
-2	CCCCNC(=O)C(CC)(ONc1ccccc1C(F)(F)F)c1ccccc1OC (configuration not stated)
-2	CN(C(=O)CSc1nnc(-c2ccc3c(c2)OCO3)o1)C1CCS(=O)(=O)C1 (configuration not stated)
7	CCOC(=O)[C@H]1[C@H]2COc3ccccc3[C@@H]2N2C(=O)c3cc(F)c(F)cc3NC(=O)[C@@]12C
1	Cc1nnc(NC(=O)C2CCN(S(=O)(=O)c3cc([N+](=O)[O-])ccc3Cl)CC2)o1
7	CN1CCOC1c1ccc(C2OCCN2C)cc1 (configuration not stated)
3	COc1cc(C(=O)OCC(=O)NC(=O)NCc2ccccc2)ccc1OC(F)F
0	Cn1c(=S)c2[nH]c(SCCN)nc2n(C)c1=O
1	Cc1ccc(S(=O)(=O)N2CCC(C(=O)Nc3ccccc3N3CCCC3)CC2)cc1C
3	OCC1(CO)CCCC(CO)(CO)C1O
2	O=C(NCC(c1ccco1)N1CCCCC1)c1cccc(S(=O)(=O)Nc2ccc(F)cc2)c1 (configuration not stated)
-35	O=C1C(Cl)=C(NCCc2ccccc2)C(=O)c2ccccc21
0	COc1ccccc1CNC(=O)CCNS(=O)(=O)/C=C/c1ccc(C)cc1
0	N#Cc1ccc(CSc2ccc(S(=O)(=O)N3CCCCCC3)cn2)cc1
-8	CC(C)(C)c1ccc(O)c(O)c1
-4	COc1ccc(C(=O)Nc2cc(Cl)ccc2-n2cncn2)c(OC)c1OC
5	COc1ccc(NC(=O)CN(C)CC(=O)N(C)C2(C#N)CCC(C)CC2)cc1 (configuration not stated)
2	COc1ccc(NC(=O)C23CC4CC(CC(Cl)(C4)C2)C3)cc1S(=O)(=O)N1CCOCC1

# Copied from the entries so far for reference:
IDE cell activ	Compound
8	CC(=O)Nc1cccc(NC(=O)CSc2ncc(C(=O)Nc3ccccc3)c(=O)n2C)c1
5	O=C(CNC(=O)c1ccc(Cl)cc1Cl)OC1CCCCC1=O (configuration not stated)
1	Cc1ccc(C(=O)OC(C)C(=O)N(C)C2CCCCC2)cc1S(=O)(=O)N1CCCCC1 (configuration not stated)
-6	CCc1ccc(NC(=O)C(=O)NCC2CCCN2S(=O)(=O)c2ccccc2)cc1 (configuration not stated)
6	COc1ccc(CNC(=O)C[C@H]2C[C@H](C(=O)N(C(C)C)C(C)C)[C@@]3(C)c4[nH]c5cc(CCC(=O)N(C)C)ccc5c4CCN3C2=O)cc1OC

# (list continues)
IDE cell activ	Compound
3	Cc1ccc(C(=O)N(C)Cc2ccc(N3CCOCC3)cc2)cc1S(=O)(=O)NCc1ccccc1
-1	C=CCNC(=O)COc1coc(CN2CCN(C(=O)c3ccco3)CC2)cc1=O
4	CCN(CC(=O)Nc1ccc(NC(C)=O)cc1)C(=O)c1ccccc1Sc1ccccc1C#N
-1	O=C(CCN1CCN(Cc2ccccc2)CC1)NNC(=O)c1cc2ccccc2o1
6	CCCN1/C(=C(\C#N)C2=NS(=O)(=O)c3ccccc32)N(C)c2ccccc21
-1	COc1ccccc1C(CNC(=O)c1cccc(S(=O)(=O)Nc2ccc(F)cc2)c1)N(C)C (configuration not stated)
0	CCOc1ccc(NC(=O)c2cc(C3CC3)nc3c2cnn3C(C)C)cc1OC
1	CCOc1cc(C(=O)Nc2ccc(C)cc2O)ccc1OCC(=O)N1CCOCC1
9	O=C(c1ccco1)N1CCN(C(=O)c2ccc(-c3cccc(C(F)(F)F)c3)o2)CC1
2	Cc1cc(C)cc(N(CCC#N)C(=O)COC(=O)Cn2[nH]c(=O)c3ccccc3c2=O)c1
3	C[C@H](CO)N1C[C@H](C)[C@@H](CN(C)CC2CC2)Oc2c(NC(=O)C3CC3)cccc2C1=O
3	C[C@H](CO)N1C[C@H](C)[C@@H](CN(C)C(=O)NC2CCCCC2)Oc2c(NC(=O)Nc3ccc(C(F)(F)F)cc3)cccc2C1=O
4	O=[N+]([O-])c1cccc(Oc2ncccc2[N+](=O)[O-])c1
-2	Cc1ccc([C@@H]2CC=C(C(=O)O)[C@H](c3ccc(C(C)(C)C)cc3)N2S(=O)(=O)c2ccc(C)cc2)cc1
1	O=C(CCNC(=O)c1ccc(Cl)cc1)Nc1ccccc1N1CCCC1
0	CC1CCCCN1C(=O)c1cccc(NC2=C(Cl)C(=O)N(Cc3ccccc3)C2=O)c1 (configuration not stated)
1	CC(=O)c1ccc(NC(=O)C(C)Sc2nnc(-c3ccncc3)n2C2CC2)cc1 (configuration not stated)
2	O=C(OCCOc1cccc(Cl)c1)c1ccc(F)c(S(=O)(=O)N2CCOCC2)c1
4	CN(CC(=O)Nc1ccccc1Cl)C(=O)c1cccc(S(=O)(=O)N2CCN(Cc3ccccc3)CC2)c1
9	C#CCOCCOCCOCCNc1nc(N2CCN(C(=O)CCCCCCCCCCNC(=O)[C@H](CO)n3cc(CCCSC)nn3)CC2)nc(N2CCN(C(=O)CCCCCCCCCCNC(=O)[C@H](CO)n3cc(CCCSC)nn3)CC2)n1
4	CCOc1ccc2nc(N3C(=O)C(O)=C(C(=O)c4ccco4)C3c3ccco3)sc2c1 (configuration not stated)
0	COc1ccccc1-c1nnc(SCC(=O)Nc2cccnc2Cl)n1C
-2	CN(C(=O)c1ccc(F)c(S(=O)(=O)N2CCOCC2)c1)C1CCCCC1
3	O=C(O)c1cccc(S(=O)(=O)Nc2ccc(Oc3ccccc3)cc2)c1
8	CCCCN(C(=O)COC(=O)COc1c(C)cc(C)cc1C)c1c(N)n(CCC)c(=O)[nH]c1=O
2	O=C(Nc1ccccc1)OCCc1ccccn1
1	CCCCCN(C(=O)CCC(=O)OCCOc1cccc(C)c1)c1c(N)n(CCCC)c(=O)[nH]c1=O
2	COc1ccc(NC(=O)N(C)C[C@H]2Oc3ccc(NS(=O)(=O)c4c(C)noc4C)cc3C(=O)N([C@H](C)CO)C[C@@H]2C)cc1
5	CC12CCC(=O)N1C(C(=O)Nc1cccc(S(=O)(=O)N3CCCCCC3)c1)CS2 (configuration not stated)
0	Cc1cccc(OCC(=O)NNC(=O)Cn2c(=O)cnc3ccccc32)c1
2	Cc1cccc2sc(NC(=O)Cn3c(C)csc3=O)nc12
0	CC1(C)CC[C@]2(C(=O)n3ccnc3)CC[C@]3(C)[C@H](C(=O)C=C4[C@@]5(C)C=C(C#N)C(=O)C(C)(C)[C@@H]5CC[C@]43C)[C@@H]2C1
-12	O=C(COC(=O)C1CCN(c2ccc(C(F)(F)F)cn2)CC1)c1cccc(Br)c1
0	CCCCCN(C(=O)CCC(=O)OCC(=O)N(C)C1CCCCC1)c1c(N)n(CCCC)c(=O)[nH]c1=O
-4	CCC(C(=O)Nc1cccc(S(=O)(=O)N(C)c2ccccc2)c1)c1ccccc1 (configuration not stated)
0	COc1ccc(N2CCN(C(=O)COC(=O)COc3cccc(C(F)(F)F)c3)CC2)cc1
-2	Cc1c[nH]c2ccccc12
0	O=C(N/N=C/c1ccc(F)c(F)c1)c1cccc(S(=O)(=O)N2CCCCC2)c1
0	N#Cc1ccccc1OCc1cccc(S(=O)(=O)N2CCOCC2)c1
0	O=C(COC(=O)c1cc(=O)[nH]c2ccccc12)Nc1ccc(F)cc1

# Three entries already listed, arranged by count of non-hydrogen atoms, ascending.
IDE cell activ	Compound
-2	Cc1c[nH]c2ccccc12
2	Cc1cccc2sc(NC(=O)Cn3c(C)csc3=O)nc12
0	O=C(N/N=C/c1ccc(F)c(F)c1)c1cccc(S(=O)(=O)N2CCCCC2)c1

# Screening data from PubChem.

# Only part of the results is shown. The share of hits here may be higher or lower than overall.
